Screening results as filed in PubChem.
E coli Lon inh: inhibitors of E. coli Lon protease, primary screen, biochemical, fluorescence polarization. P0A9M0. purified E. coli Lon protease. inhibition, % at 7.94 µM. 360,000 tested, 0.42% active; in the data active = inhibition above about 13%, passing the limit was not always enough;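 also: 0% = enzyme with probe and DMSO and 100% = no enzyme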
SUMO1-SIM PPI: modulators of SUMO1 protein-protein interactions, primary screen, biochemical, uHTS. SUMO1 binding to a labelled peptide, TR-FRET, 1 h. 360,000 tested, 0.33% active. Small ubiquitin-related modifier 1 (Homo sapiens), P63165. inhibition, % at 20 µM; in the data active = inhibition above about 37%
LMPTP block: LMPTP phosphatase inhibitors, primary screen, biochemical, fluorescence intensity, uHTS. Low molecular weight phosphotyrosine protein phosphatase (Homo sapiens), P24666. recombinant LMPTP-A, OMFP fluorogenic substrate. inhibition, % at 20 µM. 360,000 tested, 0.22% active;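 active = compounds that cut the enzyme signal by at least half of the control window in the single-dose screen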;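 also: plate controls were DMSO wells with enzyme plus substrate for no effect and substrate without enzyme for full effect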
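Test system: LMPTP-A, protein tyrosine phosphatase of low molecular weight; Input: 0.625 nM enzyme; Incubation: 50 min dark incubation at room temperature; Signal: endpoint fluorescence intensity from OMFP dephosphorylation; Read-out basis: % inhibition versus control wells.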
DNMT1 block: human DNMT1 methyltransferase inhibitors, primary screen, biochemical, molecular beacon, fluorescence, HinP1I cleavage, uHTS. AID 588458, 2011. inhibition (reported as % activation of signal), % at 10 µM. 360,000 tested, 0.83% active. DNA (cytosine-5)-methyltransferase 1 (Homo sapiens), P26358; in the data active = inhibition above about 50%
Target sequence (P26358 504-1616 limits assumed): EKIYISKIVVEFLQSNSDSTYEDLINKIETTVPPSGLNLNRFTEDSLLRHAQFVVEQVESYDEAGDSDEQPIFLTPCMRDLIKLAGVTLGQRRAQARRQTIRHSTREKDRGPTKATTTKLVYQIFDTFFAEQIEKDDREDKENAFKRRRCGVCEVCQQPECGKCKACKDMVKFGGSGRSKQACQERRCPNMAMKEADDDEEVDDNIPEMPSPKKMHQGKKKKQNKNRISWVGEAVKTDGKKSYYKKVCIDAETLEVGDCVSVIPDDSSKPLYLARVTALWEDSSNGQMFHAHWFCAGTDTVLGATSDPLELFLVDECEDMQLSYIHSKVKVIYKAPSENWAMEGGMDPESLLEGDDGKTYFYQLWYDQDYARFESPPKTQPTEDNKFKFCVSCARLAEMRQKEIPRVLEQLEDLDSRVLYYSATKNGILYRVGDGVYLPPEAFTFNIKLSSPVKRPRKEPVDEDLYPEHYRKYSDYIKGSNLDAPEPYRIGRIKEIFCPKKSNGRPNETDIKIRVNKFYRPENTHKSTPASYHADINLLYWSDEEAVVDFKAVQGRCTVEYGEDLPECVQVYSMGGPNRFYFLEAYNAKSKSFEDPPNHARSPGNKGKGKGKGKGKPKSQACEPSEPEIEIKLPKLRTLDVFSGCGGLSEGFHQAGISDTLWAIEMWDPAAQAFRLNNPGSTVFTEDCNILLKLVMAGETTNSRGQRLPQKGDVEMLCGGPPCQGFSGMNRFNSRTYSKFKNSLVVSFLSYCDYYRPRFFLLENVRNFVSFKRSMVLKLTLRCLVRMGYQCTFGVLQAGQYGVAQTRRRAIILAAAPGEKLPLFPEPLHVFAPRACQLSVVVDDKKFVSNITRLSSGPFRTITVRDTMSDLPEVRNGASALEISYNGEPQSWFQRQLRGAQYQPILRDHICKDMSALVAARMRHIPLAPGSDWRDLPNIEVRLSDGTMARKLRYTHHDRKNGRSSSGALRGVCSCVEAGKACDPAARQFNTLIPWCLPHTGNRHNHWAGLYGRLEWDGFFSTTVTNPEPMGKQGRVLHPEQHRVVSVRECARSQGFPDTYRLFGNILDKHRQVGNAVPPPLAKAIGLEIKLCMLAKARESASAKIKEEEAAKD
MsrA inh: bovine MsrA enzyme inhibitors, primary screen, biochemical, absorbance, HTS. Methionine sulfoxide reductase A (Bos taurus). purified bovine MsrA, absorbance read-out. inhibition, % at 15.5 µM. 360,000 tested, 0.75% active; in the data active = inhibition above about 4.5%;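 also: 0% = vehicle wells with enzyme and 100% = reference inhibitor wells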
Tb MetRS inh: T. brucei MetRS inhibitors, primary screen, biochemical, luminescence | methionyl-tRNA synthetase (Trypanosoma brucei brucei) | purified T. brucei MetRS, ATP depletion, Kinase-Glo luminescence | inhibition, % at 11.9 µM | 360,000 tested, 0.4% active | AID 624268, 2012;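 active = inhibition above a per-plate cutoff of the control wells' mean inhibition plus 3 SD, cut at about 5.5% in these data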;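 also: 0% = DMSO wells median and 100% = median of wells with control inhibitor compound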
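Material: parasite MetRS enzyme / Replication: singlicate, one well per compound / Signal: luminescence of leftover ATP / Schedule: 2 h aminoacylation at 25 °C after 15 min preincubation / Medium: HEPES-MgCl2-KCl buffer plus DTT, spermine, BSA, pyrophosphatase / Doses: 11.9 µM single point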
MsrA act: bovine MsrA enzyme activators, primary screen, biochemical, absorbance, HTS; Methionine sulfoxide reductase A (Bos taurus); purified bovine MsrA, absorbance read-out; activation, % at 10.6 µM; 360,000 tested, 0.3% active; AID 602163, 2012; in the data active = activation above about 7.5%;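 also: 0% = vehicle and 100% = reference activator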
Scp1 inh: Scp-1 phosphatase inhibitors, primary screen, biochemical, colorimetric, uHTS | 340,000 tested, 0.88% active | Recombinant Scp1, phosphopeptide, malachite green phosphate absorbance | Carboxy-terminal domain RNA polymerase II polypeptide A small phosphatase 1 (Homo … | inhibition, % at 20 µM;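 active = inhibition above about 50% at 20 µM, limit read from the data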;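 also: plate controls were DMSO wells with enzyme for no effect and wells lacking enzyme for full effect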
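System: SCP-1 catalytic domain; Reagent: Phospho 17-mer peptide substrate; Doses: one concentration, 20 µM, with 1.0% DMSO; Incubation: 45 min room-temperature reaction, 5 min colour, 30 min stabiliser; Signal: Phosphate-binding colour reagent, absorbance read at 630 nm.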
NRP1-CendR mod: modulators of CendR peptide binding to NRP-1, primary screen, biochemical, fluorescence polarization, uHTS; Neuropilin-1 (Homo sapiens), O14786; FAM-RPARPAR peptide binding to NRP-1; inhibition, % at 25 µM; 360,000 tested, 0.85% active; AID 602438, 2012;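 active = inhibition or corrected inhibition above about 18%, plus a signal ratio from 0.5 to 1.5, limit read from the data, passing the limit was not always enough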; also: strong numbers were not always called active
STEP inh: STEP phosphatase inhibitors, primary screen, biochemical, fluorescence intensity, uHTS; Tyrosine-protein phosphatase non-receptor type 5 (Homo sapiens), P54829; recombinant STEP, OMFP fluorogenic substrate; inhibition, % at 20 µM; 360,000 tested, 0.25% active; AID 588621, 2011;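 active = inhibition at 20 µM, scaled per plate between control wells, above about 37%, limit read from the data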;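 also: 0% = DMSO with enzyme and substrate and 100% = substrate only without enzyme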
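Assay system: isolated STEP enzyme / Timing: 20 min at room temperature, dark / Doses: 20 µM, 1% DMSO / Technique: fluorescence intensity, excitation 480 nm, emission 540 nm / Reagent: fluorogenic phosphatase substrate OMFP at 25 µM final / Measure: percent inhibition scaled to no-enzyme and uninhibited-enzyme controls, plate-pattern corrected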
Active calls of the source: *; nt = not tested or not shown.

E coli Lon inh	SUMO1-SIM PPI	LMPTP block	DNMT1 block	MsrA inh	Tb MetRS inh	MsrA act	Scp1 inh	SMILES	NRP1-CendR mod	STEP inh
-2.5	-7.4	0.5	0.8	1.1	-1.8	-8.8	-4.8	CNC(=O)c1sc(SC)cc1-c1ccc(Cl)cc1	2.5	-6.9
-0.4	-2.7	-0.6	1.6	-0.4	-0.4	-3.1	0.8	CC(c1ccco1)N(C(=O)c1ccc(S(=O)(=O)N2CCCCC2)cc1)c1ccccn1 (stereo unspecified)	5.7	0.3
7.2	-0.2	-1.5	1.4	-0.7	-0.6	-8.6	15.5	COCCCN(C(=O)c1cc2c(s1)CCCCC2)c1c(N)n(Cc2ccccc2)c(=O)[nH]c1=O	7.2	-0.7
-8.8	19.4	-0.5	-0.7	-0.8	-0.1	-3.9	-12.4	O=C(Nc1cccc(S(=O)(=O)N2CCCCCC2)c1)c1cncc(Br)c1	4.8	1.1
-7.8	-8.1	14.3	-0.8	1.1	0.0	1.1	73.9*	O=C(CCC(=O)Nc1ccc(Br)cc1)N/N=C/c1cc([N+](=O)[O-])ccc1O	-5.0	0.2
1.2	5.7	1.8	16.8	1.2	-0.1	2.2	-1.9	OCCN1CCN(c2nc(-c3ccccc3)nc3c2oc2ccccc23)CC1	4.2	2.5
-11.2	3.7	-0.9	3.7	0.3	-1.7	-9.3	-2.4	CN1CCN(C(=O)c2cnn(-c3ccccc3)c2NC(=O)c2ccc(Br)cc2)CC1	-2.3	-3.4
-5.4	0.1	-0.7	4.2	-0.1	-0.1	-1.2	-1.8	O=C(Cn1c(C(=O)O)cc2ccccc21)c1ccccc1	13.2	-1.6
-7.2	4.8	0.3	-15.4	-0.2	-2.7	-7.1	12.6	C[C@@H]1CN([C@H](C)CO)C(=O)c2cc(NS(=O)(=O)c3ccc(F)cc3)ccc2O[C@@H]1CN(C)Cc1ccc(Cl)c(Cl)c1	-7.8	-2.7
-16.7	2.3	0.7	0.9	1.1	-0.8	-1.4	-10.2	COc1ccc2c(c1)c(C(C)=O)c(C)n2-c1ccccc1	9.8	-0.3
14.7	-3.0	-0.8	-0.4	0.0	-0.3	-1.0	-4.6	Cc1ccc(C2(C(F)(F)F)NC(=O)N3CCCN=C3S2)cc1 (stereo unspecified)	6.4	0.4
-3.0	-3.1	-2.1	3.1	-0.2	-0.6	-4.7	0.6	CCC1CCCN1Cn1cnc2c([nH]c3ccccc32)c1=O (stereo unspecified)	2.3	-3.9
5.1	-1.2	3.7	1.7	-0.5	0.3	-2.6	nt	O=C(Nc1ccccc1Cl)c1cc(C2CCCCN2S(=O)(=O)c2ccc(F)cc2F)on1 (stereo unspecified)	1.6	2.6
-102.2	6.4	0.3	-29.1	1.3	-0.1	-1.0	nt	CC(C)c1csc(CN2CCC(C(=O)Nc3cccc(-c4ccco4)c3)CC2)n1	-20.4	0.5
-4.7	-3.3	0.7	0.7	1.5	-0.7	-2.2	0.7	CN(CC(=O)NNC(=O)c1cccnc1)S(=O)(=O)c1cc(Cl)ccc1Cl	39.7*	0.7
-3.2	2.4	0.7	-1.7	-0.6	-0.2	-2.5	-2.3	CC1CCCCC1NC(=O)C1CCC(CNS(=O)(=O)c2cccc3cccnc23)CC1 (stereo unspecified)	5.3	1.3
2.5	-20.8	-1.4	2.3	0.4	0.0	-5.5	-9.7	O=C1NC(=O)/C(=C/c2ccccc2Cl)N1	-11.2	-1.5
2.8	0.9	-0.3	-2.9	2.1	-0.2	-0.1	-2.7	COc1ccc(/C(N)=N/OC(=O)Cc2ccc(OC)c(OC)c2)cc1	-0.5	0.8
-7.0	-6.4	-3.6	5.3	-0.2	-0.3	-3.3	1.2	O=C(Cn1cnc2ccccc21)N/N=C/c1ccco1	-2.5	-1.3
7.8	-1.7	-1.0	-1.9	0.4	-0.8	4.6	14.4	CCCCn1c(-c2nn(C)c(C)c2Cl)n[nH]c1=S	5.7	1.4
-8.9	0.1	-0.9	1.9	0.6	-1.5	-13.7	14.1	Nc1nonc1-c1nc2ccccc2n1CC(=O)N1CCN(c2ccc(F)cc2)CC1	-11.0	-4.1
-10.2	0.4	-0.4	0.0	-0.3	0.1	-3.3	9.9	Cc1ccccc1NC(=O)C1C2CC/C=C\CCC21 (stereo unspecified)	-1.9	0.8
-1.2	2.3	-0.3	-3.9	0.0	-0.9	-11.8	23.1	CCCCN(C(=O)Cc1cccs1)c1nnc(-c2cccnc2)s1	-4.3	4.2
-0.8	1.9	0.5	0.7	-0.1	-0.3	-2.0	-5.7	CC(C)(C)NC(=O)NC12CC3CC(CC(C3)C1)C2	22.3*	-0.2
1.8	2.1	-0.6	6.8	0.4	0.5	-1.3	-0.9	O=C(NCCS(=O)(=O)N1CCN(c2ccccc2F)CC1)c1ccc(Br)cc1	5.5	-0.3
5.9	3.0	-0.2	6.2	0.6	-0.2	-0.2	-5.7	CC1(C)Cc2c(sc3ncn4nc(-c5ccco5)nc4c23)CO1	-2.0	0.8
2.7	-28.1	-0.5	0.3	1.2	-1.2	-7.1	11.7	O=C(COC(=O)c1ccc2c(c1)C(=O)N(Cc1ccco1)C2=O)NCC(F)(F)F	3.5	-1.6
2.6	0.7	-0.6	-5.3	0.8	-0.5	-4.1	-8.3	COCCN(C(=O)c1snc(C(N)=O)c1N)C(C(=O)NC1CCCCC1)c1ccc(F)cc1 (stereo unspecified)	0.4	1.6
4.6	2.0	2.1	8.0	1.8	-0.6	-5.6	4.2	CCCCCc1c(C)[nH]c2nc3ccccc3n2c1=O	2.6	9.5
-1.6	2.7	-0.4	-1.4	-1.5	-0.2	-3.2	-8.3	O=C1CCCN1CCCNS(=O)(=O)c1ccccc1	-1.7	-0.3
-10.2	-17.1	2.8	0.9	-0.8	0.0	-3.2	-1.8	COc1ccc2c(c1)c(N=O)c(O)n2C	6.2	-2.4
1.0	-5.9	-0.9	0.5	-0.5	0.5	5.0	3.6	CCC(OC(=O)CN1C(=O)c2ccccc2C1=O)C(=O)NC1CCCC1 (stereo unspecified)	12.9	-0.8
12.5	-0.2	0.6	-0.5	nt	-0.2	4.2	-6.5	O=C(c1cccc(N2CCCC2=O)c1)N1CCN(c2cccc(Cl)c2)CC1	3.2	1.5
-0.1	0.1	-1.6	6.0	-0.4	-0.3	-2.5	-16.9	Cc1csc2c(=O)n(CCO)c(=O)[nH]c12	-5.1	-1.0
3.2	-15.2	0.4	1.5	-0.1	0.1	-0.4	-3.5	Cc1nn(-c2ccccc2)c(C)c1NC(=O)COC(=O)c1cc(Cl)ccc1O	-0.9	-1.2
-1.7	-5.6	-1.4	-0.9	-0.5	1.3	-0.3	-7.8	CCCn1nnc2c(=O)oc3ccccc3c21	6.1	-0.1
-22.9	0.2	-2.0	1.9	0.2	-1.2	-4.1	-8.1	CNC(=O)C(Sc1ccccc1)c1ccccc1 (stereo unspecified)	13.4	-2.4
-10.7	3.9	-1.3	-4.4	0.4	-0.1	-3.3	-9.3	COc1ccc(C(=O)Nc2ccc(NC(=O)C3CC3)nc2)cc1	0.2	2.4
1.6	1.3	-2.5	-2.9	-0.2	-1.0	-1.6	-12.7	CCOC(=O)Cn1c(=O)c2c(nc(N3CCCCC3)n2C)n(C)c1=O	-2.2	-3.7
5.8	1.1	-0.5	0.7	-0.3	0.1	0.8	0.8	CC(C)Cn1c(=O)c2sccc2n2c(CCCC(=O)N3CCC(N4CCCCC4)CC3)nnc12	2.9	0.8
-12.0	1.2	1.3	-23.8	-0.8	0.9	-1.4	-3.4	NS(=O)(=O)c1cccc(NC(=O)COC(=O)Cc2ccc(S(=O)(=O)N3CCCCC3)s2)c1	-21.8	-1.3
8.2	2.5	-3.5	-27.1	0.5	0.4	-2.1	-1.3	O=S1(=O)[C@H]2C[C@H](CO)O[C@@]2(CO)CN1Cc1ccc(-c2cccc(Cl)c2)cc1	0.7	-3.5
5.1	1.6	-0.1	-3.4	-0.6	-0.4	-1.5	-0.8	O=C(NCc1ccc2c(c1)OCO2)C1CC(=O)N(CCc2ccc(F)cc2)C1 (stereo unspecified)	-6.4	0.4
4.5	3.9	-0.9	0.1	0.5	0.9	-1.6	-6.8	Cc1csc(=O)n1CC(=O)OCC(=O)NCc1ccc(Cl)cc1Cl	-7.4	-0.6
-3.3	-3.4	-0.3	0.8	0.2	-0.4	-5.0	1.1	C[C@@H]1CN(Cc2nc(-c3cnccn3)no2)C[C@H](C)O1	5.0	-3.7

One compound at a time, from the list above. Order of screens: E coli Lon inh	SUMO1-SIM PPI	LMPTP block	DNMT1 block	MsrA inh	Tb MetRS inh	MsrA act	Scp1 inh	NRP1-CendR mod	STEP inh
`Cc1csc(=O)n1CC(=O)OCC(=O)NCc1ccc(Cl)cc1Cl` reads 4.5	3.9	-0.9	0.1	0.5	0.9	-1.6	-6.8	-7.4	-0.6
`CCCn1nnc2c(=O)oc3ccccc3c21` reads -1.7	-5.6	-1.4	-0.9	-0.5	1.3	-0.3	-7.8	6.1	-0.1

Other entries follow.
E coli Lon inh	SUMO1-SIM PPI	LMPTP block	DNMT1 block	MsrA inh	Tb MetRS inh	MsrA act	Scp1 inh	SMILES	NRP1-CendR mod	STEP inh
-16.2	8.1	2.8	-35.7	0.3	0.5	-1.4	-10.5	COc1cccc(C2Nc3c(F)cc(Br)cc3C3C=CCC32)c1OC (stereo unspecified)	-13.3	-2.3
-7.9	-7.7	-0.9	1.0	3.9	-0.6	-10.3	2.3	COc1ccc(/C=C(/NC(=O)c2ccco2)C(=O)NCc2ccco2)cc1OC	-14.8	-2.6
-5.2	-2.3	1.1	-0.3	-0.7	-1.3	-2.8	-2.5	Cc1nc2scc(-c3cccs3)c2c(=O)n1N	0.5	-1.7
-9.5	-1.8	-1.0	-6.6	-0.1	0.3	-2.4	nt	Cc1ccccc1NC(=O)Cc1nc(COC(=O)CSc2ccc(F)cc2)cs1	7.6	-1.7

Rows are unselected; any-hit rate near 4.3%.
